Source: PubChem BioAssay (several laboratories)
MazF activator – activators of E. coli MazEF toxin-antitoxin RNase. P0AE70. FAM/BHQ RNA-DNA oligo cleavage fluorescence, 5 h. activation, % at 20 µM. 350,000 compounds, 0.32% hits. AID 504720; in the data active = activation above about 50%
Target sequence (P0AE70 whole entry, looked up): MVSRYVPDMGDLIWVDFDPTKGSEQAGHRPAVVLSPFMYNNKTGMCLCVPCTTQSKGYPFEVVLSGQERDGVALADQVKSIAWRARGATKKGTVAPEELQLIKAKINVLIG
PriA SSB inh – inhibitors of Klebsiella pneumoniae PriA binding to SSB C-terminal tail; AID 1272365; inhibition, % at 33 µM; AlphaScreen SSBct-PriA binding, biotinylated peptide; 430,000 compounds, 0.6% hits; in the data active = inhibition mostly above about 37%, no sharp cut-off; inactive = mostly below about 20%;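 also: plate controls were negative control peptide for no effect and reference peptide for full effect; strong numbers were not always called active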
Mtb UGM inh – blocks M. tuberculosis UGM enzyme; AID 504406; inhibition, % at 10 µM; purified UGM, fluorescence polarization probe displacement; 320,000 compounds, 0.06% hits; in the data active = inhibition above about 10%, passing the limit was not always enough
Target sequence (P9WIQ1 whole entry, looked up): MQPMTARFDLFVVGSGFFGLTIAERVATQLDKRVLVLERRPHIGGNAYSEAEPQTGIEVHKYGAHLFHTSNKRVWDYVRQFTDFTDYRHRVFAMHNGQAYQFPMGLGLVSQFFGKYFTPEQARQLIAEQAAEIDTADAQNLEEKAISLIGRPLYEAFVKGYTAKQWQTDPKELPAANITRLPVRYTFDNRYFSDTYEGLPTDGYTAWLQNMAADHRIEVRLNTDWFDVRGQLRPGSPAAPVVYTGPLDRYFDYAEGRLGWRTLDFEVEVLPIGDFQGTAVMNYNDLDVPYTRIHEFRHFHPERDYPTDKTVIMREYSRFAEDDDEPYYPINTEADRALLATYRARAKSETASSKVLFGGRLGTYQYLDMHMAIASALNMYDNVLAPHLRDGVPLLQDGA
Rv3671c inh – Rv3671c (M. tuberculosis) protease inhibition. 320,000 compounds, 0.048% hits. P9WHR9. inhibition, % at 5.96 µM. AID 2606; in the data active = inhibition above about 38%;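 also: extracellular domain of Rv3671c used as enzyme; 0% = enzyme with DMSO and 100% = no enzyme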
Mtb BioA inh – blocks M. tuberculosis BioA enzyme activity. AID 602481. purified M. tuberculosis BioA enzyme, plate reader. inhibition, % at 9.99 µM. 360,000 compounds, 0.096% hits; in the data active = inhibition above about 40%
BH1578 lux ind – inducers of Vibrio cholerae quorum light production without autoinducers. V. cholerae BH1578 lux reporter, luminescence, 6 h. activation, % at 18.7 µM. 350,000 compounds, 0.16% hits. AID 588436; in the data active = activation mostly above about 9.7%, no sharp cut-off; also: not every result past the cut was called active; inactives centre near 0; reference of the scale not given here
SARS 3CLpro inh – SARS-CoV 3CLpro protease inhibition; P0C6X7; recombinant SARS-CoV 3CLpro, quenched FRET peptide cleavage; inhibition, % at 6 µM; 290,000 compounds, 0.14% hits; in the data active = inhibition above about 12%
GDH-TPI counter – inhibits GDH-TPI coupling enzymes, artifact for Mtb FBA screen | GDH-TPI coupled enzyme counterscreen, NADH absorbance | inhibition, % at 4.8 µM | 360,000 compounds, 1.2% hits; in the data active = inhibition above about 30%;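 also: 0% = DMSO wells and 100% = wells lacking the enzyme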
Mtb FBA inh – inhibitors of M. tuberculosis fructose-bisphosphate aldolase; P9WQA3; purified M. tuberculosis FBA, fluorescence read-out; inhibition, % at 1 µM; 360,000 compounds, 2.3% hits; in the data active = inhibition above about 27%;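 also: 0% = vehicle and 100% = reference inhibitor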
Target sequence (P9WQA3 whole entry, looked up): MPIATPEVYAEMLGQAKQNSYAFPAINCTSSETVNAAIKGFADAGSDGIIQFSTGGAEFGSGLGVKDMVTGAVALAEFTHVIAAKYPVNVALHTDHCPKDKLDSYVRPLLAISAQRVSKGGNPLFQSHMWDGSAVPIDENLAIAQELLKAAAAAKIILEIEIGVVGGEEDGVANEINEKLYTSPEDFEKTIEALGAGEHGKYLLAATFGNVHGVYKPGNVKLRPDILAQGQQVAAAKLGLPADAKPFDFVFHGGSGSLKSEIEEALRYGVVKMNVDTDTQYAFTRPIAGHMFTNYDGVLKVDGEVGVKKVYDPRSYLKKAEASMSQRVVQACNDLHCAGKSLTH
VHR inh abs – DUSP3 (human) phosphatase inhibition; P51452; recombinant VHR phosphatase, pNPP absorbance; inhibition, % at 13.3 µM; 290,000 compounds, 0.52% hits; in the data active = inhibition above about 50%; also: some compounds called inactive have numbers as strong as hits
Target sequence (P51452 whole entry, looked up): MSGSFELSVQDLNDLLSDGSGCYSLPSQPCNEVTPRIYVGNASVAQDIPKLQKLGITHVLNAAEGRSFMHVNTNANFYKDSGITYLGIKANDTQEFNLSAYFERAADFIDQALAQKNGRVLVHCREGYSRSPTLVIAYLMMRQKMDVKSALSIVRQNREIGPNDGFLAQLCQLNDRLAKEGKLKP
Numbers without * were called inactive; i = inactive; nt = no result given; & = joins results of further samples. Not all compounds are listed; rates above refer to the full screens.

no.	smiles	Mtb BioA inh	Mtb FBA inh	VHR inh abs	GDH-TPI counter	PriA SSB inh	MazF activator	Rv3671c inh	BH1578 lux ind	Mtb UGM inh	SARS 3CLpro inh
1	Cc1csc(NC(=O)CSc2nc(=O)n(CCN(C)C)c3c2CCCC3)n1	1.0	-3	nt	-2	-8	-2	-1	-14	-2.6	nt
2	COCCNC(=O)/C(C#N)=C1\N=C(NC(=O)c2cccs2)c2ccccc21	0.7	0	5	27	0&-8	12	4	-0.3	0.1	-7
3	O=C(O)c1ccc(OCCN2CCCC2=O)cc1	-1.8	-2	25	-4	-6	4	3	i	-3.2	-1
4	C=CCn1c(SCC(=O)CC(=O)OCC)nc2cc(C(=O)N3CCC(C(N)=O)CC3)ccc2c1=O	nt	0	3	10	3	-7	3	-0.5	0.2	1
5	c1cc(CNCCN2CCNCC2)ccn1	-2.0	2	nt	9	2	-16	nt	-0.9	nt	nt
6	CCc1ccc(NC(=O)C(=O)NCCN2CCN(C(=O)c3ccc(OC)cc3)CC2)cc1	-0.5	-1	nt	7	nt	0	nt	-1.3	nt	nt
7	Cc1cccc(NC(=O)CSc2nc(=O)n(CCCN3CCOCC3)c3c2CCCC3)c1C	1.8	3	nt	-11	3	-1	nt	-0.1	nt	nt
8	COc1cccc(Cn2c(Oc3ccccc3)nc3c2c(=O)n(C)c(=O)n3C)c1	13	0	5	-5	-2	4	-3	i	2.3	6
9	COc1ccc(NC(=O)Nc2cccc3[nH]c([C@@H]4O[C@H](CO)[C@@H](O)[C@H](O)[C@H]4O)nc23)cc1OC1CCCC1	0.7	2	nt	0	nt	nt	nt	-0.4	nt	nt
10	CCOC(=O)Nc1ccc([N+](=O)[O-])cc1C	0.4	-1	9	0	-14	-2	-7	-0.6	0.2	5
11	CCOC(=O)C[C@H]1c2cc(F)ccc2S(=O)(=O)N1C1CCCCC1	-0.1	-1	nt	2	-18	7	7	0.8	-1.1	nt
12	O=Cc1c(Sc2ccccc2)nc2ccccn2c1=O	-0.6	-1	17	5	9	-2	-2	0.6	1.9	-1
13	CCn1nnc(-c2ccccc2NC(=O)C(F)(F)F)n1	-0.8	-1	1	7	0	2	-6	i	2.4	1
14	COc1ccc(C(C)=O)cc1COC(=O)c1ccc(S(=O)(=O)N2CCOCC2)cc1	-0.3	1	29	-4	-5	5	4	-0.7	-0.8	5
15	O=C(CSc1nnnn1C1CCCCC1)NNC(=O)c1ccco1	nt	0	16	11	-15	-1	5	-0.5	-3.7	-5

(next part)
no.	smiles	Mtb BioA inh	Mtb FBA inh	VHR inh abs	GDH-TPI counter	PriA SSB inh	MazF activator	Rv3671c inh	BH1578 lux ind	Mtb UGM inh	SARS 3CLpro inh
16	O=C1c2ccccc2NC(c2ccc(-c3cccc(Cl)c3)o2)N1O (configuration not stated)	1.5	11	20	-1	-4	-20	-8	-0.3	0.2	5
17	CC1Cc2cc(S(=O)(=O)NCc3ccccc3)ccc2N1C(=O)C1CCC1 (configuration not stated)	3.2	2	-12	6	-8	6	-3	-0.2	2.2	8
18	COCC(C)n1c(C)cc(C(=O)COC(=O)CCc2nc3ccccc3c(=O)[nH]2)c1C (configuration not stated)	0.2	4	33	4	0	-7	6	-0.4	1.5	5
19	CC(=O)c1ccc(-n2nnnc2SCC(=O)NC2CCCCC2)cc1	9.7	1	16	-6	12	1	-1	-0.2	-0.9	1
20	c1ccc(NN(Cc2ccccn2)c2ccccc2)cc1	-1.2	0	nt	6	nt	-1	nt	-0.3	nt	nt
21	O=C(NC1CCCCCC1)c1cc(S(=O)(=O)N2CCC3(CC2)OCCO3)ccc1F	-1.0	-3	8	4	7	9	-4	-2.5	-0.4	0
22	Cn1cc(C=O)c2nccnc21	-3.6	5	nt	5	nt	6	nt	i	nt	nt
23	Cc1cccc(NC(=O)CSCC(=O)Nc2cc(Cl)ccc2N2CCOCC2)c1	1.3	-1	nt	-1	1	2	4	1.4	0.5	nt
24	CCOc1ccc(/C=C/C(=O)OCC(=O)NCCc2ccc(OCC)c(OCC)c2)cc1OC	-2.4	3	nt	17	8	2	-2	i	-0.9	nt
25	CC1(C(=O)NS(=O)(=O)c2ccccc2)CCN1C(=O)c1ccccc1CCc1ccccc1 (configuration not stated)	-2.1	0	nt	11	nt	nt	nt	-3.0	nt	nt
26	COc1ccc(CN2CCC2(C)C(=O)NCc2ccc3c(c2)OCO3)c2ccccc12 (configuration not stated)	-0.7	-1	nt	1	nt	nt	nt	-0.5	nt	nt
27	Cc1[nH]n(-c2ncc(-c3ccccc3)s2)c(=O)c1C(c1ccc(Br)cc1)C(C#N)C#N (configuration not stated)	-1.6	-5	-16	21	19	0	9	-0.2	1.0	2
28	COc1ccc2[nH]c3nc(SCC(=O)NC4CC4)nnc3c2c1	-1.8	-9	36	12	-13	-26	5	i	2.4	-1
29	O=C(CCNS(=O)(=O)c1cccc2nsnc12)NC1CCN(Cc2ccccc2)CC1	0.0	-6	17	9	-1	3	-11	-0.3	-2.5	4
30	c1cc2c(cn1)cnc1cscc12	-1.5	3	-2	6	-1	8	-4	i	0.2	3

Next section
no.	smiles	Mtb BioA inh	Mtb FBA inh	VHR inh abs	GDH-TPI counter	PriA SSB inh	MazF activator	Rv3671c inh	BH1578 lux ind	Mtb UGM inh	SARS 3CLpro inh
31	CC1=C(C)CC2C(C1)C(=O)c1ccc(Br)cc1S2(=O)=O (configuration not stated)	-1.3	-4	nt	-8	-17	6	-2	0.3	2.4	nt
32	Cc1ccc(OCC(=O)N2CCN(C(=O)c3ccncc3)CC2)cc1	nt	-3	16	-11	-15	8	1	i	0.7	-1
33	O=C(Nc1ccc(C(=O)Oc2ccccc2)c(O)c1)c1ccccc1	nt	-1	27	5	-37	15	-49	-0.3	-1.7	0
34	CC(C)S(=O)(=O)C1=NSC2=NC(=O)/C(=C\c3ccc(-c4ccccc4)o3)C(=N)N21	nt	-1	7	10	-9	-13	-35	-0.1	4.2	5
35	COc1ccccc1/C=C1/C(=O)N(c2cc(C)cc(C)c2)C(c2cccc([N+](=O)[O-])c2)S1(=O)=O (configuration not stated)	-0.7	2	15	1	6	4	-1	-0.4	-0.8	4
36	O=C(CCNC(=O)C1CCN(S(=O)(=O)c2ccccc2)CC1)NCCc1cccc(F)c1	6.8	-1	11	-8	-1	9	9	-0.4	1.6	-3
37	COc1ccccc1-n1cccc1C=O	nt	-2	21	-4	-8	3	4	-0.5	-1.3	1
38	COc1ccccc1Nc1nc(NCCO)nc(N)c1[N+](=O)[O-]	-1.3	-6	12	14	-5	10	-3	i	-4.5	1
39	Cc1ccc(NC(=O)CCCC(=O)OC(C)C(=O)c2ccccc2)cc1 (configuration not stated)	-0.2	-2	36	-2	3	13	-5	-0.4	0.6	-4
40	CCn1nc(C(=O)NNC(=O)c2ccccc2OCc2c(C)noc2C)c2ccccc2c1=O	0.2	0	nt	18	0	-21	6	-0.4	-1.8	nt
41	O=C(Nc1ccc(OC(=O)c2cccnc2)cc1)c1cccnc1	nt	-2	22	-6	-17	2	4	0.3	0.2	1
42	COc1ccc(C(=O)OCC(=O)N2CCC(C)CC2)cc1S(=O)(=O)N1CCOCC1	-0.6	2	nt	-4	0	1	nt	-2.3	nt	nt
43	Cc1oc(-c2ccccc2Cl)nc1CS(=O)CC(=O)N1CCN(c2ccccc2)CC1 (configuration not stated)	nt	-2	15	2	2	3	0	-0.7	-0.3	-1
44	CCn1c(SCc2ccc(F)cc2)nc2c(c1=O)SCC2	nt	-2	-3	30	9	2	0	-1.6	-1.9	7
45	COc1ccc(N(C)C(=O)Nc2ccc3nsnc3c2)cc1	1.1	0	7	9	8	-10	nt	i	nt	0

Continued:
no.	smiles	Mtb BioA inh	Mtb FBA inh	VHR inh abs	GDH-TPI counter	PriA SSB inh	MazF activator	Rv3671c inh	BH1578 lux ind	Mtb UGM inh	SARS 3CLpro inh
46	O=C(NCCCCCCCCCNC(=O)C(F)(F)F)C(F)(F)F	-1.1	0	4	13	-19	8	3	i	-0.9	2
47	Cc1ccc(Cc2c(C)nc3nc(SCC(=O)NCCCN4CCCCCC4)nn3c2C)cc1	nt	nt	28	nt	18	-14	-8	nt	0.7	-2
48	CCCc1cc(C(=O)Nc2ccc(C)cc2)no1	-0.5	-3	0	-2	-15	4	0	-1.3	3.6	-1
49	Cc1cccc(NC(=O)CCNS(=O)(=O)c2ccc3[nH]c(=O)oc3c2)c1	-2.3	-1	31	-1	3	5	-9	-0.6	4.8	1
50	O=C(CCSCCC(=O)Nc1c(F)c(F)c(F)c(F)c1F)Nc1c(F)c(F)c(F)c(F)c1F	nt	2	15	5	-4	2	4	4.0	-0.1	5
51	CCOC(=O)C1=NN(c2ccc(C)cc2)CC1C(=O)OC (configuration not stated)	-1.1	4	1	25	-21	5	-2	-0.3	-2.5	-1
52	Cc1ccc(Cl)cc1NC(=O)COC(=O)Cn1cnc2c1c(=O)n(C)c(=O)n2C	-1.1	2	26	2	-7	2	0	i	-1.9	-1
53	CC1(C)CC(=O)C(/C=N/c2ccccn2)=C(O)C1	-4.4	5	12	16	nt	-1	0	i	-0.2	1
54	O=C(CNC(=O)c1ccc(Cl)cc1)OCC(=O)N1CCCC1	nt	-5	22	-2	-15	10	-2	-0.2	4.8	6
55	Cc1c(Nc2c3ccccc3nc3ccccc23)c(=O)n(-c2ccccc2)n1C	nt	109*	-9	6	-22	5	-3	-1.2	2.1	2
56	COc1ccccc1N1CC(C(=O)Nc2nc(C)cs2)CC1=O (configuration not stated)	-1.4	-1	nt	-6	-8	5	-8	-0.3	-1.7	nt
57	CCCC(=O)NC(=S)Nc1cccc(NC(=O)c2ccccc2)c1	nt	0	11	-8	-8	7	-4	0.2	-0.8	-1
58	Cn1c(N)c(C(=O)Nc2c(Cl)cccc2Cl)sc1=S	nt	2	8	14	-2	1	8	-0.7	0.7	1
59	Cc1ccsc1-c1nc(CN2C[C@@H](C)O[C@@H](C)C2)c(C)o1	nt	3	6	0	-11	-2	7	1.6	-2.1	-7
60	CC1Cc2ccccc2N1CC(=O)NC(=O)NC1CCCC1 (configuration not stated)	nt	1	18	0	4	4	3	-1.4	5.5	0
61	COc1ccc(CC(=O)NCCC2=CCCCC2)cc1	-0.6	1	12	-5	-13	-19	15	i	-0.5	-6
62	Cc1cc(C)c2c(=O)[nH]c(SCC(=O)NCCc3ccccc3)nc2n1	-0.4	5	27	-11	2	5	5	-0.6	4.8	5
63	COc1ccc(CCN(C)C(=O)N2CCOCC2)cc1OC	0.2	1	9	6	-3	2	8	0.4	-2.9	0

Ordered by formula weight (smallest number first): 10 of the compounds above
no.	smiles	Mtb BioA inh	Mtb FBA inh	VHR inh abs	GDH-TPI counter	PriA SSB inh	MazF activator	Rv3671c inh	BH1578 lux ind	Mtb UGM inh	SARS 3CLpro inh
48	CCCc1cc(C(=O)Nc2ccc(C)cc2)no1	-0.5	-3	0	-2	-15	4	0	-1.3	3.6	-1
61	COc1ccc(CC(=O)NCCC2=CCCCC2)cc1	-0.6	1	12	-5	-13	-19	15	i	-0.5	-6
56	COc1ccccc1N1CC(C(=O)Nc2nc(C)cs2)CC1=O (configuration not stated)	-1.4	-1	nt	-6	-8	5	-8	-0.3	-1.7	nt
58	Cn1c(N)c(C(=O)Nc2c(Cl)cccc2Cl)sc1=S	nt	2	8	14	-2	1	8	-0.7	0.7	1
46	O=C(NCCCCCCCCCNC(=O)C(F)(F)F)C(F)(F)F	-1.1	0	4	13	-19	8	3	i	-0.9	2
62	Cc1cc(C)c2c(=O)[nH]c(SCC(=O)NCCc3ccccc3)nc2n1	-0.4	5	27	-11	2	5	5	-0.6	4.8	5
49	Cc1cccc(NC(=O)CCNS(=O)(=O)c2ccc3[nH]c(=O)oc3c2)c1	-2.3	-1	31	-1	3	5	-9	-0.6	4.8	1
52	Cc1ccc(Cl)cc1NC(=O)COC(=O)Cn1cnc2c1c(=O)n(C)c(=O)n2C	-1.1	2	26	2	-7	2	0	i	-1.9	-1
47	Cc1ccc(Cc2c(C)nc3nc(SCC(=O)NCCCN4CCCCCC4)nn3c2C)cc1	nt	nt	28	nt	18	-14	-8	nt	0.7	-2
50	O=C(CCSCCC(=O)Nc1c(F)c(F)c(F)c(F)c1F)Nc1c(F)c(F)c(F)c(F)c1F	nt	2	15	5	-4	2	4	4.0	-0.1	5
